rCAG binder = r(CAG) repeat RNA binding; TO-PRO-1 dye displacement fluorescence; inhibition, % at 3 µM; actives 1.3% (n = 370,000); AID 651821;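 active = inhibition above the plate cutoff, the mean of all test compounds on that plate plus 3 SD, cut at about 35% in these data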;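 note: 0% = DMSO alone and 100% = 100 µM mitoxantrone as full dye displacement; higher means more dye released from RNA so lower well fluorescence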
TCR CD3 inh = blocks the human TCR-CD3 interaction; TAMRA-labeled TCR probe fluorescence, biochemical; inhibition, % at 9.4 µM; actives 0.37% (n = 360,000); in the data active = inhibition above about 19%;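 note: recombinant mutant TCR 2C K166C tagged with TAMRA read by polarization; 0% = receptor in buffer alone and 100% = receptor with positive control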
UHRF1 MBD2 ctr = blocks human UHRF1 binding to methylated DNA; Q96T88; UHRF1 binding to methylated oligo, TR-FRET; inhibition, % at 4.4 µM; actives 0.75% (n = 370,000); AID 687016; in the data active = inhibition above about 21%;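 note: UHRF1 SRA domain binding a hemimethylated CpG hairpin DNA probe; 0% = median of test compound wells and 100% = reference inhibitor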
HTRA1 inhibitor = HTRA1 (human) protease inhibition. Q92743. recombinant HTRA1, FP-rhodamine activity-based probe, fluorescence polarization. inhibition, % at 5.96 µM. actives 0.5% (n = 340,000); in the data active = inhibition above about 36%;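 note: 0% = enzyme with DMSO and 100% = wells lacking enzyme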
PRMT1 inh = blocks human protein arginine methyltransferase 1 | Q99873 | recombinant PRMT1, activity-based probe fluorescence polarization | inhibition, % at 2.79 µM | actives 1.3% (n = 370,000);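 active = inhibition above about 21% made by adding two undisclosed values, limit read from the data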
Target sequence (Q99873 whole entry, looked up): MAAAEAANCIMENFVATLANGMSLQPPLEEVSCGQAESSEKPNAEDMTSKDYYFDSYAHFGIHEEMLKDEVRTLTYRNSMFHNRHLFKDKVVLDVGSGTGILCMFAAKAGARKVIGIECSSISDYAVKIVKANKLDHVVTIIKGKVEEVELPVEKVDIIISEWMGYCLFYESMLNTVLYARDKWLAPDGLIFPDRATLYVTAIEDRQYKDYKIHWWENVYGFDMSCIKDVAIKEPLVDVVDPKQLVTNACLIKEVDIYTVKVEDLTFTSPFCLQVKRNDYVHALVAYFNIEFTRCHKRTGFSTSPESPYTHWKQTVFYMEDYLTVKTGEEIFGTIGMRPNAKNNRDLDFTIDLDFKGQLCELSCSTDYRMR
MBD2 inh = MBD2-methylated oligo binding inhibition | TR-FRET, MBD2 binding to methylated oligonucleotide | inhibition, % at 4.4 µM | actives 0.31% (n = 370,000); in the data active = inhibition above about 13%
Target sequence (Q9UBB5 whole entry, looked up): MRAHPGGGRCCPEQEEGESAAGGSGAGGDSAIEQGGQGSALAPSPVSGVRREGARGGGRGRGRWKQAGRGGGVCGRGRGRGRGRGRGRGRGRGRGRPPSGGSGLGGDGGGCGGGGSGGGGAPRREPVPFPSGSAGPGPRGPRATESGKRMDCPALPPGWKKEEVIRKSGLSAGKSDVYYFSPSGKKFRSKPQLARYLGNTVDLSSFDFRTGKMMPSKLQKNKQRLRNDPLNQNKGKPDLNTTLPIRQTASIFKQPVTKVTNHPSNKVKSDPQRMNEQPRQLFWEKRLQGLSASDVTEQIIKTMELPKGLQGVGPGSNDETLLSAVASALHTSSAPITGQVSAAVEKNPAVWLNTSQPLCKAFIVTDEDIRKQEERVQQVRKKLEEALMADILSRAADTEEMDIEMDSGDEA
SIAE inh = human SIAE inhibition, primary screen | actives 0.69% (n = 370,000) | Q9HAT2 | inhibition, % at 9.66 µM | SIAE FP-Rh probe binding, fluorescence polarization;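 active = inhibition above a cutoff: mean of compounds within the control limits plus 3 SD of those, cut at about 17% in these data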;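 note: 0% = plate median of compound wells and 100% = probe without SIAE protein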
ABHD4 inh = inhibitors of mouse ABHD4; Q8VD66; purified mABHD4, FP-Rh probe fluorescence polarization; inhibition, % at 8.92 µM; actives 0.54% (n = 370,000);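 active = inhibition exceeding the mean over every tested compound plus 3 SD, cut at about 30% in these data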;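 note: 0% = plate median of compound wells and 100% = S159A mutant with DMSO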
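Test system: mABHD4 protein; Read-out basis: % inhibition; Incubation: 45 min + 60 min at 25 °C; Repeats: single replicate; Technique: fluorescence polarization with parallel and perpendicular emission, 525/598 nm; Compound: 8.92 µM, single dose; Benchmarks: full inhibition S159A mutant plus DMSO, zero as sample-well median.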
GC-A act = GC-A (human) enzyme activation; actives 0.14% (n = 370,000); HEK293 GC-A cells, cGMP TR-FRET, EC30 ANP; 0% at EC30 ANP, 100% saturating ANP; P16066; activation, % at 10 µM; in the data active = activation above about 40%
NPR2 activator = GC-B (human) receptor activation. HEK293-GC-B cells, CNP EC30, cGMP TR-FRET; 0% at EC30 CNP, 100% saturating CNP. activation, % at 10 µM. actives 0.11% (n = 370,000);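 active = activation at 10 µM reaching about 35% in either raw or pattern-adjusted values, limit read from the data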
* = called active by the depositor; . = not tested or not shown. An excerpt. The share of hits here may be higher or lower than overall.

SMILES	rCAG binder	TCR CD3 inh	UHRF1 MBD2 ctr	HTRA1 inhibitor	PRMT1 inh	MBD2 inh	SIAE inh	ABHD4 inh	GC-A act	NPR2 activator
CC1CC(=S)Nc2ccccc2N1C(=O)Nc1ccccc1 (stereo unspecified)	-0.4	-4.5	4.6	-6.5	2.5	1.1	-4.8	5.7	-5.3	-0.2
O=C(CCCc1ccccc1)NC1CC1	4.3	-2.8	-0.4	-5.7	0.2	0.7	-6.3	8.2	1.1	3.8
CNC(=O)C1Cc2c(-c3ccc4c(c3)OCO4)ccnc2O1 (stereo unspecified)	1.9	4.4	-2.1	.	-3.0	-0.6	0.8	-3.6	6.3	-4.1
COc1cccc(CNC(=O)CCCn2ncn3c(cc4occc43)c2=O)c1	0.4	4.4	0.0	-2.4	-3.9	0.4	-1.2	5.3	-4.3	-2.8
CC(C)(C)OC(=O)N/N=C/c1cc(N=Nc2ccccc2)ccc1O	1.2	6.3	-1.7	0.8	-1.8	4.6	-3.0	-1.1	1.1	-5.3
O=C(NCCCn1ccnc1)c1ccc(N2CCCCCC2)c([N+](=O)[O-])c1	-8.3	-0.2	-2.6	5.1	0.2	-8.7	-0.2	3.1	-1.4	6.2
COc1ccc(OC)c(NC(=O)NNC(=O)COc2ccc(-c3ccccc3)cc2)c1	1.7	-5.4	2.3	-12.8	2.9	10.4	-0.8	-1.9	8.3	-0.3
CNC(=O)c1sc(-c2ccc(Cl)cc2)nc1C	0.3	4.8	-4.3	-2.0	-3.3	-7.4	3.5	-0.7	46.5*	1.1
O=C(CCN1C(=O)C2C3CCC(C3)C2C1=O)Nc1ccc(Br)cc1 (stereo unspecified)	-0.5	-8.5	3.4	-1.0	2.1	4.0	1.9	-1.8	2.4	-0.9
NC(=O)/C(=C/c1ccco1)C(N)=S	0.3	5.0	4.6	-0.8	53.4*	0.9	2.5	12.0	4.7	0.8
CN1C(=O)[C@@H]2[C@H](C1=O)[C@@H]1C(=O)Nc3ccccc3C(=O)N1[C@@H]2c1cccc(Br)c1	0.2	2.3	-1.6	-0.2	-1.8	-5.4	0.7	7.0	-2.9	-1.8
Cc1nnc(SCC(=O)N(C2CCCCC2)C2CCS(=O)(=O)C2)n1C (stereo unspecified)	0.4	-11.7	3.9	0.1	4.0	2.0	-2.5	-3.5	0.1	-2.2
O=C(NCC12CC3CC(C1)CC(CNC(=O)N1CCCC1)(C3)C2)N1CCCC1	-6.3	3.4	-0.4	7.6	-4.5	2.3	6.0	0.6	5.5	4.0
CCOC(=O)c1cnc2c(-c3ccccc3)cnn2c1N	3.9	-8.3	-1.7	-4.7	-0.2	0.8	-4.2	-5.2	-0.2	-5.9
CN(C)C(=O)CSc1nnc(-c2cccnc2)n1-c1ccccc1	0.2	0.6	0.8	-1.5	-5.0	1.4	0.3	3.9	3.3	1.2
COC(=O)[C@]12C[C@H](CC(=O)N3CCCCC3)C(=O)N(Cc3ccccc3)C1=C[C@H](COCc1ccccc1)O[C@@H]2C	-0.3	.	-2.3	.	-5.5	-7.1	-3.0	-5.4	5.0	2.5
CS(=O)(=O)NCCNc1ccc(Cl)cc1[N+](=O)[O-]	-0.6	-0.4	-17.3	4.6	-2.7	-13.5	6.0	-1.6	0.3	-5.0
Cc1cccc(-c2cc3c(N=O)c4ccccc4c-3n[nH]2)c1	12.6	-3.6	-4.1	-42.7	-2.1	1.3	-39.8	-15.1	9.8	-3.0
COc1ccc(C2Nc3ccccc3NC3=C2C(=O)CC(C)(C)C3)c(OC)c1OC (stereo unspecified)	5.7	-3.5	2.2	9.5	0.7	-0.1	2.0	-3.6	-2.9	4.9
CCOc1ccc(CCNC(=O)c2cc3sccc3n2Cc2ccccc2)cc1OCC	.	.	-3.8	.	-5.1	-2.8	5.3	0.3	-3.9	-10.3
O=C1NC[C@H](CCCCN2CCN(Cc3ccccc3)C(=O)C2=O)N(CC2CCCCC2)C1=O	8.9	2.7	-2.4	.	-0.7	0.1	-1.7	5.6	1.5	0.6
CCOC(=O)C(C)NC(=O)C(NC(=O)C1CCC(CC)CC1)C(C)C (stereo unspecified)	-8.2	4.4	2.4	2.9	-0.5	-5.1	-0.9	2.5	8.3	-2.1
O=C(CCN1C(=O)C2C3C=CC(C3)C2C1=O)N1CCN(c2cccc(Cl)c2)CC1 (stereo unspecified)	-10.2	-5.2	0.5	2.0	2.2	0.6	0.0	1.5	1.7	7.8
O=C(O)CSc1nc(C(F)(F)F)cc(=O)n1-c1ccccc1	-1.9	2.3	-0.3	7.9	-1.6	-5.6	3.8	-2.0	1.5	2.2
CC(C)(C)OC(=O)NCCNC(=O)c1cccs1	-2.6	7.1	-2.2	3.0	-5.2	-3.1	-6.1	-2.6	1.1	-5.4

Profiles as entered above:
O=C1NC[C@H](CCCCN2CCN(Cc3ccccc3)C(=O)C2=O)N(CC2CCCCC2)C1=O in the list: rCAG binder = 8.9; TCR CD3 inh = 2.7; UHRF1 MBD2 ctr = -2.4; HTRA1 inhibitor = .; PRMT1 inh = -0.7; MBD2 inh = 0.1; SIAE inh = -1.7; ABHD4 inh = 5.6; GC-A act = 1.5; NPR2 activator = 0.6
O=C(O)CSc1nc(C(F)(F)F)cc(=O)n1-c1ccccc1 in the list: rCAG binder = -1.9; TCR CD3 inh = 2.3; UHRF1 MBD2 ctr = -0.3; HTRA1 inhibitor = 7.9; PRMT1 inh = -1.6; MBD2 inh = -5.6; SIAE inh = 3.8; ABHD4 inh = -2.0; GC-A act = 1.5; NPR2 activator = 2.2

(list continues)
SMILES	rCAG binder	TCR CD3 inh	UHRF1 MBD2 ctr	HTRA1 inhibitor	PRMT1 inh	MBD2 inh	SIAE inh	ABHD4 inh	GC-A act	NPR2 activator
CCOc1c(Cl)cc(CNC(C)(C)CC(C)(C)C)cc1OC	-3.3	-4.3	1.4	0.4	0.5	3.5	2.8	-4.6	-3.3	-7.6
COc1ccc(Cn2cc3c(-c4ccc(F)cc4)nnc-3c3cc(OC)c(OC)cc32)cc1	18.7	-5.5	-1.0	-41.0	-2.3	-7.6	-2.2	12.0	23.4	21.9
Cc1ccc(C(=O)Nc2ncc3c(n2)CC(c2ccco2)CC3=O)cc1 (stereo unspecified)	19.9	-8.6	2.8	1.6	33.2*	5.4	-1.6	-2.5	-4.7	-3.1
O=C1CC(=O)NC(SCC(=O)Nc2ccccc2[N+](=O)[O-])=N1	40.6*	25.9*	15.2	4.9	28.0*	6.0	16.1	20.2	-7.1	-2.9
COC1OC(c2ccccc2)=C(c2ccc(C(N)=O)cc2)c2ccc(F)cc21 (stereo unspecified)	1.1	-1.3	13.1	.	1.1	6.4	-0.3	-4.4	-5.4	-3.9
COc1cc(C(=O)Nc2ccc3c(c2)CCCN3C(=O)c2ccco2)c([N+](=O)[O-])cc1OC	5.7	-4.8	2.6	-1.5	2.6	-0.3	5.3	-3.3	4.1	-3.8
COCCN(Cc1ccc(C)cc1)C(=O)[C@@H](Cc1ccccc1)NC(=O)[C@H]1O[C@@H](n2ccc(=O)[nH]c2=O)[C@H](O)[C@@H]1O	-0.8	2.6	-0.6	.	-6.9	-5.2	-1.8	-5.1	2.7	4.0
COC(=O)Cn1ccc2cc(S(=O)(=O)N3CCCCC3)ccc21	2.1	7.2	-1.7	0.6	0.8	-3.3	0.4	-3.3	1.5	4.0
CC(C)[C@H](NS(=O)(=O)c1ccc(Cl)cc1)C(=O)OCC(=O)NCCN1C(=O)CSC1=O	-1.1	13.1	0.3	-2.3	-1.9	-2.0	14.7	-0.4	-0.4	1.7
CCOc1cc(C(=O)CCC(=O)OCC(=O)Nc2ccc(C)c(S(=O)(=O)N(C)C)c2)ccc1O	10.3	1.8	-0.4	-9.7	-2.6	2.3	2.3	4.0	-1.9	-4.8
O=C(Nc1ccc2c(c1)OCO2)c1ccc(Cl)s1	4.0	4.2	-0.9	0.7	0.7	-4.8	-5.0	5.9	6.2	-1.0
O=C(NCC(c1ccccc1)c1ccccc1)[C@H](Cc1ccccc1)NC1(C(=O)NC2CCCCC2)CCC1	.	.	-2.8	.	-6.9	0.1	0.6	-0.9	-9.0	-9.8
Cc1cc(NS(=O)(=O)c2cc(Cl)sc2Cl)no1	3.1	0.4	-1.7	2.9	-4.5	-2.5	-1.2	-4.0	-2.8	5.1
COc1ccc(Br)cc1CNC(=O)Cn1nc(C)n2cccc2c1=O	2.4	4.4	2.6	-4.6	-0.7	0.8	-5.6	-5.2	0.0	-6.2
CCN(Cc1ccccc1)S(=O)(=O)c1ccc(C(=O)Nc2nnc(-c3ccccc3OC)o2)cc1	9.9	-0.5	-1.0	3.6	0.6	-0.5	-9.3	-9.0	-5.0	1.1
CC(=O)Nc1cccc(/C(C)=N/NC(=O)c2cccs2)c1	4.7	-5.1	5.4	3.0	1.7	-0.1	-3.4	-1.3	6.6	-3.1
Cc1cc(C)cc(N2C(N)=NC(N)=NC2c2ccccc2F)c1 (stereo unspecified)	6.1	-5.3	0.9	3.5	-0.5	2.3	-0.7	-2.0	2.2	3.9
COc1ccc(CN2CCN(C(=O)CCC(=O)c3ccc(C)s3)CC2)cc1OC	11.4	3.1	-2.5	0.1	-2.8	-10.9	0.8	4.2	-1.2	1.2
Fc1ccc(N=c2ssnc2Cl)c(F)c1	0.8	-1.1	-0.5	4.9	43.7*	-0.3	3.6	8.3	2.9	8.4
COc1ccc(CC2S/C(=N/N=C/c3ccc(O)cc3)NC2=O)cc1 (stereo unspecified)	8.1	5.2	3.8	2.2	0.0	2.1	-8.7	-4.2	1.3	-0.6
Cc1ccc(/C=C/C(=O)OCC(=O)NCCN2C(=O)CSC2=O)cc1	-1.9	3.5	1.2	6.0	3.2	5.5	-5.1	-4.0	1.4	3.2
CC1(c2ccccc2)NC(=O)N(CC(=O)Nc2ccc(Cl)c(S(=O)(=O)N3CCCCC3)c2)C1=O (stereo unspecified)	5.5	11.2	-1.5	-26.3	1.0	-2.7	-28.0	-0.9	0.6	7.2
CCn1nnc2cc(C(=O)N(CCOC)CC(=O)Nc3cccc(C)c3C)ccc21	1.7	1.1	-1.1	2.6	5.0	3.5	-2.3	-4.6	0.8	3.9
COc1ccccc1Cn1c(=S)[nH]c2cc(C(=O)NCC(OC)OC)ccc2c1=O	0.2	7.3	-1.0	-6.2	-4.1	1.5	-6.9	-3.3	14.9	-5.9
CC1=CC(C)C2(CO)COC(c3ccccc3O)C1C2C (stereo unspecified)	-4.5	-2.4	-0.6	-9.8	1.8	3.2	-1.3	-4.8	3.2	-6.4
Further entries:
SMILES	rCAG binder	TCR CD3 inh	UHRF1 MBD2 ctr	HTRA1 inhibitor	PRMT1 inh	MBD2 inh	SIAE inh	ABHD4 inh	GC-A act	NPR2 activator
Cn1cc(C(=O)N/N=C/c2cccs2)c2ccccc21	2.0	-2.8	2.1	-10.2	3.8	-5.0	5.0	-3.0	1.7	-4.1
CCCn1c(C)nc2c(c1=O)c1nc3ccccc3nc1n2-c1ccccc1	-1.7	6.6	-0.9	0.2	-0.8	1.4	3.3	4.2	-3.9	-10.5
COC(=O)C1=C(C)N(Cc2ccc(OC)cc2)C(=O)C1	3.4	-5.0	3.1	3.1	-0.8	1.6	1.8	2.8	6.1	3.7
O=C(CSCc1ccc(Cl)cc1)Nc1ccc(Br)cc1C(=O)O	43.9*	2.4	-1.5	-19.8	3.1	2.7	-12.0	-47.4	2.1	-3.7
O=C(CCc1nnc2n(Cc3ccc(F)cc3)c(=O)c3ccccc3n12)N1CCN(c2ccccn2)CC1	4.3	0.6	1.2	-2.0	3.1	-4.5	-5.8	13.9	10.4	15.2
O=C(Nc1c2c(nc3c1CCC3)CCCC2)c1ccccn1	-1.8	2.1	1.0	0.9	-2.6	2.2	-6.2	4.7	1.6	2.8
